# Screens (PubChem)
# C-LANA FP: inhibitors of KSHV LANA C-terminal domain DNA binding. inhibition, % at 9 µM. 340,000 tested, 0.078% active. MBP-C-LANA/FAM-LBS DNA binding, fluorescence polarization. AID 504423;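 active = highest replicate inhibition at or above 60% at 9 µM, even if other replicates fall short; inactive = all replicates below 60% inhibition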;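 note: 0% = neutral control wells and 100% = 4 µM acridine orange control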
# Cardiac RTF inh: cardiac RTF calcium desensitization | P19429+P45379 | IANBD-labeled cardiac RTF, Ca2+ fluorescence | inhibition, % at 7.15 µM | 340,000 tested, 0.12% active | AID 493244;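 active = inhibition above the mean inhibition of all tested compounds plus 3 SD, cut at about 17% in these data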;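 note: assay run at fixed EC70 calcium of 1.6 mM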
# DAGLB inh: diacylglycerol lipase beta (human) inhibition. Q8NCG7. HEK293T DAGLB membrane lysate, EnzChek fluorogenic substrate. inhibition, % at 5.17 µM. 340,000 tested, 0.059% active; in the data active = inhibition above about 34%;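 note: 0% = enzyme with vehicle and 100% = wells lacking enzyme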
# CAL PDZ FP-1: blocks peptide binding to human CAL PDZ domain | Q9HD26 | purified CAL PDZ, TMR-peptide fluorescence polarization, 1 h | inhibition, % at 20 µM | 330,000 tested, 0.02% active | AID 504414;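 active = highest replicate inhibition of at least 40%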;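 note: plate controls were DMSO neutral control wells for no effect and unlabeled competitor peptide control wells for full effect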
#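 Test system: purified CerCALP PDZ construct; Compound dosing: one concentration, 20 µM compound; Also added: TMR-labelled reporter peptide T*-PRC34 bound in PDZ groove; Read-out: inhibition from polarization loss; Controls: unlabelled peptide and DMSO controls; Signal: FP readout, S and P plane fluorescence; Incubation: 1 h at RT.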
# NSD2 inh: NSD2 (human) methyltransferase inhibition. 310,000 tested, 0.54% active. NSD2 peptide methylation, AlphaScreen, 120 min. inhibition, % at 12.5 µM; in the data active = inhibition above about 50%
# V-ATPase pH: regulators of yeast V-ATPase proton transport; response, % at 10 µM; AID 504577; S. cerevisiae, pHLuorin cytosolic pH fluorescence; 350,000 tested, 0.37% active; in the data active = response mostly above about 7.3%, no sharp cut-off; inactive = mostly below about 5.4%; note: actives read high; inactives centre near 0; some compounds called inactive have numbers as strong as hits
# CAL PDZ FP-2: inhibitors of human CAL PDZ peptide binding | purified CAL PDZ, TMR-peptide fluorescence polarization, 1 h | inhibition, % at 24.9 µM | 300,000 tested, 0.92% active | AID 602252;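 active = mean inhibition of at least 30% with at least half of replicates also reaching 30%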;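 note: 0% = DMSO neutral control and 100% = excess unlabeled competitor peptide PRC23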
# Arrestin-AP2 inh: inhibitors of human beta-arrestin and AP2 interaction | FITC-arrestin peptide / GST-AP2 beads, flow cytometry; AP2 beta2 appendage carries R879A mutation | inhibition, % at 10 µM | 340,000 tested, 0.31% active | AID 504490;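 active = inhibition above a set limit, near 3 SD of compounds lacking own fluorescence, cut at about 54% in these data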;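 note: plate controls were DMSO wells for no effect and 5 µM unlabelled arrestin peptide for full effect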
#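 System: GST-AP2 R879A glutathione beads; medium: PBS, Tween 20 0.05%, BSA 0.1%; reagent: fluorescein-tagged arrestin peptide at 50 nM final; schedule: pre-incubation 12 min, peptide binding 1 h, room temperature; detection: flow cytometry, FL1 (488/535 nm); read-out: inhibition as reduced fluorescein signal on beads, percent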
# Pemphigus Ab inh: blocks pemphigus antibody binding to human desmoglein-3. binding (percent of control), % at 10 µM. DSG3-coupled beads, scFv-anti-DSG3-GFP binding, flow cytometry; hits give low values. 310,000 tested, 0.48% active;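 active = binding more than 3 SD below its plate's average and above zero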;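 note: hits lower antibody fragment binding to DSG3; some compounds called inactive have numbers as strong as hits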
# Keap1-Nrf2 PPI: disrupts human Keap1 binding to Nrf2 peptide | Keap1 Kelch-Nrf2 peptide fluorescence polarization, 1536-well | inhibition, % at 9.4 µM | 340,000 tested, 0.15% active | AID 504523; in the data active = inhibition above about 12%;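 note: human Keap1 Kelch domain with fluorescein labeled Nrf2 9mer peptide probe; 0% = neutral control wells and 100% = peptide positive control; higher means more block of Keap1 binding to Nrf2 peptide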
# Target sequence (Q14145 whole entry, looked up, the tested form may be a part): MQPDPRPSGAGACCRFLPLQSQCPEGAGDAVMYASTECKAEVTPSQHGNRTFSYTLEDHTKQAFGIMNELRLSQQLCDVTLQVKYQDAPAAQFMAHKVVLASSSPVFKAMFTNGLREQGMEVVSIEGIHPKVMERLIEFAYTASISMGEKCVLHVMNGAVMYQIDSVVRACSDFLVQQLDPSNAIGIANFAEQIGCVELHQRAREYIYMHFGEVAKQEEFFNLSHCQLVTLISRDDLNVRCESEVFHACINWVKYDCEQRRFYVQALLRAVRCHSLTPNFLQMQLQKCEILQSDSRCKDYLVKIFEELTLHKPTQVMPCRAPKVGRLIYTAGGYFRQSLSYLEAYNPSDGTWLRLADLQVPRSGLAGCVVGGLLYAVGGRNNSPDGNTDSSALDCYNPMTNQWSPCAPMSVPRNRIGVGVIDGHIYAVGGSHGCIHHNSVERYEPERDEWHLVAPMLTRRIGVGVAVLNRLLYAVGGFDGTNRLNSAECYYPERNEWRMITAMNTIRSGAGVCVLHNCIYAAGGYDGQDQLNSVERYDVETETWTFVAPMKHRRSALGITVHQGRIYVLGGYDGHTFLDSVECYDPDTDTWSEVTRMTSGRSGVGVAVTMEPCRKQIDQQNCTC
# * marks the source's active call; other numbers are inactive results; nt = no result given.
SMILES,C-LANA FP,Cardiac RTF inh,DAGLB inh,CAL PDZ FP-1,NSD2 inh,V-ATPase pH,CAL PDZ FP-2,Arrestin-AP2 inh,Pemphigus Ab inh,Keap1-Nrf2 PPI
Cc1onc(-c2ccccc2)c1C(=O)NNC(=S)NC(=O)/C=C/c1cccs1,-0.8,2,11,-1.6,-1,3,0,24,126,-4
C1CCC2(CC1)C1=C(CCCC1)Nc1nnnn12,1.0,-1,-1,0.4,0,1,-1,8,100,-4
COc1ccc(C(=O)Nc2ccc(N3CCN(C(=O)c4cccs4)CC3)cc2)cc1Br,0.8,1,3,-1.4,43,2,-2,-2,92,2
CC(=O)CCc1c(C)[nH]c2ccc(NC(C)=O)cc2c1=O,0.6,-8,4,-1.5,0,0,7,28,102,-4
Cc1cc(C(=O)C(=O)O)c(C)n1-c1ccc(Cl)cc1,1.1,-6,-1,-2.1,nt,0,-1,42,108,-6
CN(C1=NC(=O)CS1)c1ccc(O)cc1,0.4,-13,-1,-2.0,-3,-2,nt,2,102,-3
COc1cc2c3c(c1)-c1c(sn(-c4cc(OC)ccc4OC)c1=S)C(C)(C)N3C(=O)C2=O,0.3,-6,2,0.8,2,0,-2,12,82,5
O=C(O)CCC(=O)N1CCc2cc(S(=O)(=O)N3CCCCC3)ccc21,-0.8,-7,1,-0.5,-1,4,nt,-4,97,-1
Cc1ccc(C(C)C)cc1S(=O)(=O)NC1CC(C)(C)NC(C)(C)C1,-0.8,2,4,-0.8,10,7,3,10,124,-2
CCCOC(=O)CSC1=C(C#N)C(c2ccc3c(c2)OCO3)CC(=O)N1 (stereo not given),-0.1,-4,-1,0.3,3,-5,nt,12,100,-6
Cc1cc(F)ccc1NS(=O)(=O)c1c(C)nc2scc(C)n2c1=O,0.2,-17,-2,-0.6,-1,-5,-6,28,102,-4
COc1cccc(NC(=O)c2ccc3nsnc3c2)c1,0.3,8,-1,-1.9,-1,7,49*,-4,106,-2
N#CCCN(C(=O)COC(=O)CNC(=O)C12CC3CC(CC(C3)C1)C2)c1ccccc1,0.8,-8,2,-2.5,-2,-1,-5,-7,103,-3
COc1ccc(C(=O)NC(=S)NC(C)c2ccccc2)cc1 (stereo not given),-1.5,-6,-15,-0.5,-1,1,nt,1,105,2
NCCCSC1=NCCCN1,-1.8,-8,2,0.0,-1,0,-2,1,nt,-5
CCOc1ccc(NC2=NCC(=O)N2Cc2cccs2)cc1,0.8,0,1,-0.1,-10,0,2,-4,102,-4
O=C(NC1CCN(Cc2ccccc2)CC1)c1ccc(CS(=O)c2ccc(F)cc2)o1 (stereo not given),0.1,-5,-2,-0.5,2,3,nt,4,109,-3
COC(=O)[C@]1(Cc2ccccc2)N[C@H](CN(C)S(=O)(=O)c2ccc(C(C)(C)C)cc2)[C@@H]2C(=O)N(Cc3ccccc3)C(=O)[C@@H]21,-1.1,-6,-3,0.6,nt,0,-1,9,96,-6
Cc1ccc(C(=O)Nc2ccc3c4c(cccc24)CC3)cc1[N+](=O)[O-],-0.6,8,-3,-1.9,-1,0,0,-5,106,1
CC(=O)c1ccc(N2CCN(C(=O)Nc3ccc(C(C)C)cc3)CC2)cc1,-0.2,6,-3,-0.4,3,2,nt,0,102,1
Cc1ccc(C(=O)COC(=O)CN2C(=O)C3C4CCC(C4)C3C2=O)cc1[N+](=O)[O-] (stereo not given),0.5,9,0,-1.8,-3,-1,-4,18,94,-1
COc1ccc(NC(=O)[C@@H]2CC=C[C@@H]3CCN(C4CCCCC4)C(=O)[C@@H]32)cc1,2.8,-8,-4,0.9,nt,0,-6,16,103,-2
Nc1ccc2nc(SCC(=O)N3CCOCC3)sc2c1,-1.3,-2,-2,0.6,28,4,-3,3,109,-5
CC(=O)N1N=C(c2ccc3ccccc3c2)OC12CCCC2,4.8,-2,-6,-1.0,-5,-3,-9,-2,nt,0
CC(NC(=O)c1cccc(Cn2cc([N+](=O)[O-])cn2)c1)c1ccc(C(C)(C)C)cc1 (stereo not given),1.3,-3,-8,-1.9,-2,2,nt,-8,100,-1
Cc1csc(NC(=O)c2c(-c3ccccc3)noc2C)n1,0.7,2,0,-2.3,-4,1,-3,-6,nt,-2
N/C(=N/O)C(c1ccccc1)c1ccccc1,0.5,-15,1,-0.7,-4,3,-7,-1,nt,-1
CSc1ccccc1C(=O)Nc1nc2ccccc2[nH]1,-1.2,-1,-1,0.0,-3,-5,6,2,nt,-2
CCOCCCn1c(SCC(=O)Nc2cc(C(C)(C)C)nn2-c2ccccc2)nc2ccccc2c1=O,0.1,2,0,-2.4,0,-2,-1,3,98,-3
Cc1ccc(CNC(=O)C2CC(c3ccc(C(F)(F)F)cc3)=NO2)o1 (stereo not given),-1.2,8,2,-4.9,nt,4,-6,nt,99,-2
CCCc1ccc(-c2ccc(/C=C/C(=O)O)cc2)nc1,-13,-9,2,-0.2,0,-2,-1,1,75,-24
CN(C)c1cccc(C(=O)Nc2nc3ccccc3[nH]2)c1,-0.3,-3,1,0.4,3,5,-2,3,112,-3
Fc1ccc(-c2nnc(-c3ccc4ccccc4c3)o2)cc1,0.8,5,-17,-2.0,-2,-3,-2,3,95,1
CCN(c1cccc(C)c1)c1ncnc2nc[nH]c12,0.2,-3,3,-0.9,nt,-1,nt,10,99,2
COC(=O)CNC(=O)C12CC3CC(C1)CC(c1ccc(C)cc1)(C3)C2,1.0,-7,-1,-1.0,0,-1,-3,10,104,1
CCCc1nnc(NC(=O)CCC(=O)NCCc2ccc(OC)c(OC)c2)s1,0.1,-7,1,-3.1,-2,-1,0,1,99,-8
CSCC[C@@H](C(=O)NCCCCCCCCCCC(=O)N1CCN(C(=O)OC(C)(C)C)CC1)n1cc(CCO)nn1,-3.5,0,5,0.1,nt,-1,-2,0,107,-3
COc1ccc(S(=O)(=O)NC(CC(=O)NCC2CCCO2)c2ccco2)cc1 (stereo not given),0.2,-4,1,0.3,0,0,-2,-5,103,-4
COC(=O)Cc1cc(=O)[nH]c(Nc2nc3ccccc3o2)n1,1.9,1,1,-0.7,-2,1,-2,-38,98,1
COc1ccccc1CCNC(=O)C(=O)c1cn(CC(=O)N2CCCC2)c2ccccc12,0.6,3,0,-1.9,3,-3,-1,-3,102,0
O=C(OCc1nnn(Cc2ccccc2)c1-c1c(COC(=O)c2ccccc2)nnn1Cc1ccccc1)c1ccccc1,-0.2,-26,-8,-0.3,nt,-2,-4,6,102,0
Cc1ccsc1/C=N/NC(=O)c1nnn(-c2nonc2N)c1CN(C)c1ccccc1,0.7,-1,3,-3.0,0,-1,-2,0,nt,-4
O=C1N=C(N2CCOCC2)S/C1=C\C=C/c1ccccc1,-0.3,-2,-1,-2.4,nt,5,-5,16,nt,0
CSc1nsc(SCC(=O)Nc2c(C)n(C)n(-c3ccccc3)c2=O)n1,-1.1,-9,0,-2.0,-4,2,-4,3,101,-5
N#Cc1ccc(C(=O)NCC2CCCCC2)cc1,0.8,-11,0,-0.6,-1,-3,-12,-7,93,-2
NS(=O)(=O)c1ccc(N2C(=O)C(=O)/C(=C(/O)c3ccccc3)C2c2ccc(Cl)cc2)cc1 (stereo not given),-2.1,4,5,-1.3,2,1,-7,-6,94,-3
Cc1ccccc1OCC(=O)Nc1nnc(C2CCCC2)s1,1.2,-6,-1,-2.0,-5,-2,-4,4,105,-2
CCc1cc(=O)oc2cc(C)cc(OCC(=O)N3CCC[C@@H]3C(=O)O)c12,0.1,-1,1,0.6,nt,0,0,5,99,-5
CCOC(=O)C1CCN(CC(=O)Nc2c(C(=O)OC)[nH]c3ccc(Cl)cc23)CC1,0.2,3,-1,0.2,nt,7,-4,-54,102,2
CCn1c(C(=O)N2CCC(Cc3ccccc3)CC2)cc2sccc21,-2.1,-3,-17,-0.6,0,-1,nt,7,100,2
COc1ccc(CC(=O)Nc2nnc(SCc3ccccc3)s2)cc1S(=O)(=O)N1CCOCC1,-0.2,2,1,nt,nt,-2,2,-2,114,2
Cc1cc(NC(=O)CN2C(=O)NC(c3ccccc3)(c3ccc(C)c(C)c3)C2=O)no1 (stereo not given),-1.4,-4,0,-1.0,2,-3,nt,8,101,2
Cn1nc(C(=O)NCc2ccccc2)c2c1-c1ccccc1S(=O)(=O)C2,-1.4,3,2,-1.1,0,2,-3,-8,108,4
Cn1c(=O)c2[nH]c(SCCN3CCOCC3)nc2n(C)c1=S,-0.5,-11,2,-0.8,-1,1,-4,3,119,-2

# Reformatted with values under each structure: part of the list above
# Fields: C-LANA FP	Cardiac RTF inh	DAGLB inh	CAL PDZ FP-1	NSD2 inh	V-ATPase pH	CAL PDZ FP-2	Arrestin-AP2 inh	Pemphigus Ab inh	Keap1-Nrf2 PPI
- O=C(OCc1nnn(Cc2ccccc2)c1-c1c(COC(=O)c2ccccc2)nnn1Cc1ccccc1)c1ccccc1
  -0.2	-26	-8	-0.3	nt	-2	-4	6	102	0
- Cc1ccsc1/C=N/NC(=O)c1nnn(-c2nonc2N)c1CN(C)c1ccccc1
  0.7	-1	3	-3.0	0	-1	-2	0	nt	-4
- O=C1N=C(N2CCOCC2)S/C1=C\C=C/c1ccccc1
  -0.3	-2	-1	-2.4	nt	5	-5	16	nt	0
- CSc1nsc(SCC(=O)Nc2c(C)n(C)n(-c3ccccc3)c2=O)n1
  -1.1	-9	0	-2.0	-4	2	-4	3	101	-5
- N#Cc1ccc(C(=O)NCC2CCCCC2)cc1
  0.8	-11	0	-0.6	-1	-3	-12	-7	93	-2
- NS(=O)(=O)c1ccc(N2C(=O)C(=O)/C(=C(/O)c3ccccc3)C2c2ccc(Cl)cc2)cc1 (stereo not given)
  -2.1	4	5	-1.3	2	1	-7	-6	94	-3
- Cc1ccccc1OCC(=O)Nc1nnc(C2CCCC2)s1
  1.2	-6	-1	-2.0	-5	-2	-4	4	105	-2
- CCc1cc(=O)oc2cc(C)cc(OCC(=O)N3CCC[C@@H]3C(=O)O)c12
  0.1	-1	1	0.6	nt	0	0	5	99	-5
- CCOC(=O)C1CCN(CC(=O)Nc2c(C(=O)OC)[nH]c3ccc(Cl)cc23)CC1
  0.2	3	-1	0.2	nt	7	-4	-54	102	2
- CCn1c(C(=O)N2CCC(Cc3ccccc3)CC2)cc2sccc21
  -2.1	-3	-17	-0.6	0	-1	nt	7	100	2

# Only part of the results is shown (hit frequency here may not be typical).
